OXTR agonist – human OXTR agonism; AID 2435; actives 0.32% (n = 320,000); P30559; activation, % at 3 µM; CHO-OTR cells, Fluo-8 calcium fluorescence; normalized: DMSO 0%, oxytocin 100%;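 active = activation above the mean of all tested compounds plus 3 SD, cutoff set per screening run, cut at about 20% in these data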;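 note: peak over basal fluorescence ratio from a 100 s FLIPR kinetic read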
Target sequence (P30559 whole entry, looked up): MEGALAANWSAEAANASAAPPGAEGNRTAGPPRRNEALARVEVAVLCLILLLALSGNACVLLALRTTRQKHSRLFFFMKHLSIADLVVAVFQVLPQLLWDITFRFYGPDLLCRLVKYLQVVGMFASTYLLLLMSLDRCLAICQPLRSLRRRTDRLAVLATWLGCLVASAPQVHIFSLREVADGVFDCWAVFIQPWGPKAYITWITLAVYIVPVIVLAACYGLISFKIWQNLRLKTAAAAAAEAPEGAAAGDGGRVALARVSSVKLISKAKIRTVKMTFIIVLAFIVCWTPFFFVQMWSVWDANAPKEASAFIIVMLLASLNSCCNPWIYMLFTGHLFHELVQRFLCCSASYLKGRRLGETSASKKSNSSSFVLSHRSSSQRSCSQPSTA
GalR3 antagonist – antagonists of human GalR3 | HEK293 GalR3-CNG cAMP membrane potential fluorescence; galR3 body fused to GalR1 C-terminus | actives 0.44% (n = 360,000) | inhibition, % at 3 µM | O60755;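 active = inhibition above the screen-wide average plus 3 SD, cut at about 13% in these data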;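 note: forskolin and galanin both at EC90 stimulate the cells; cAMP rise reported by CNG channel membrane potential dye signal; 0% = forskolin plus galanin with DMSO and 100% = forskolin alone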
NALP1 inh – inhibitors of NALP1 inflammasome in yeast. actives 0.61% (n = 280,000). inhibition, % at 10 µM. S. cerevisiae NALP1/ASC/caspase-1 growth, X-gal OD620, 72 h; in the data active = inhibition mostly above about 24%, no sharp cut-off; inactive = mostly below about 32%; note: some compounds called inactive have numbers as strong as hits
GPR7 antag – antagonists of human GPR7 (neuropeptides B/W receptor 1) | P48145 | GPR7-expressing cells, fluorescence antagonist assay | inhibition, % at 4.4 µM | actives 1.1% (n = 290,000); in the data active = inhibition above about 16%, passing the limit was not always enough;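 note: cells stimulated with the agonist NPW; 0% = agonist with vehicle and 100% = vehicle without agonist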
V1R ag counter – counter-screen for oxytocin receptor agonists: human V1a receptor agonists | actives 0.25% (n = 320,000) | activation, % at 3 µM | AID 2797 | P37288 | CHO-V1R cells, Fluo-8 calcium fluorescence, agonist mode; 0% DMSO, 100% 3 nM vasopressin;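 active = activation above the mean activation of all tested compounds plus 3 SD, per screening run, cut at about 20% in these data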;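 note: signal is peak over basal fluorescence ratio across a 100 second FLIPR read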
Target sequence (P37288 whole entry, looked up): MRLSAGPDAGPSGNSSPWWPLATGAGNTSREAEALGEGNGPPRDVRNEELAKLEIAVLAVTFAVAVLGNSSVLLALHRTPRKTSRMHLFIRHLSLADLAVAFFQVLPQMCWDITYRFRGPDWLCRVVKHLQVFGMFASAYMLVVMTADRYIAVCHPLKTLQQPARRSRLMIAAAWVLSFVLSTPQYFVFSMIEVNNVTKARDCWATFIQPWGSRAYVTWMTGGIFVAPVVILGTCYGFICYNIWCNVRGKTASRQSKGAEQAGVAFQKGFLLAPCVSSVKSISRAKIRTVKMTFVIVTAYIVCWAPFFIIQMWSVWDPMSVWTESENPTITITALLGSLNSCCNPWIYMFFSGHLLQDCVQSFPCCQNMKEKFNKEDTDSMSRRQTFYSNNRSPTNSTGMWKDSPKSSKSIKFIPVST
PfM18AAP inh – PfM18AAP enzyme inhibition. actives 1.2% (n = 290,000). recombinant PfM18AAP, H-Glu-NHMec fluorogenic cleavage. inhibition, % at 7.35 µM;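 active = inhibition above the campaign mean inhibition over all tested compounds plus 3 SD, cut at about 28% in these data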;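 note: 0% = plate median of test compound wells and 100% = 2 mM ZnCl2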
OXTR potentiator – human OXTR potentiation. P30559. CHO-OTR cells, Fluo-8 calcium fluorescence, potentiator mode; 0% = oxytocin EC15, 100% = EC100. activation, % at 3 µM. actives 0.061% (n = 320,000). AID 2445;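 active = activation above that plate's cutoff, the mean activation of tested compounds plus 3 SD, cut at about 6.6% in these data, passing the limit was not always enough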;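 note: 100% uses oxytocin at 75 nM as the full agonist control; some results filed as inactive read as strong as hits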
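test system = CHO-OTR cells, human receptor | compound = single-point 3.0 µM | schedule = 6 min compound pre-incubation at room temperature, 100 s kinetic read | signal = Fluo-8 no-wash calcium dye fluorescence, excitation 470-495 nm, emission 515-575 nm | repeats = single well per compound, singlicate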
MEKK2 WT-MEK5 – raises or lowers MEK5 binding to wildtype human MEKK2 PB1 domain; Q9Y2U5; bead flow cytometry, Alexa488-MEK5 binding to MEKK2 WT; actives lie on both sides; binding response (% of control), % at 10 µM; actives 1.1% (n = 290,000); AID 1531; in the data active = binding response below about 67% or above about 130%
MEKK2mut PB1 HTS – signal of MEK5 binding to mutant human MEKK2 PB1 domain; percent response, % at 10 µM; bead flow cytometry, Alexa488-MEK5 binding to MEKK2 mutant; actives 0.35% (n = 290,000); in the data active = percent response above about 24%, passing the limit was not always enough; note: inactives centre near 1; some results filed as inactive read as strong as hits; reference of the scale not given here
Starred values were filed as active, the others as inactive; x = not tested or not shown. An unsorted share of the library. About 4.1% of those tested had a hit in this group.

SMILES	OXTR agonist	GalR3 antagonist	NALP1 inh	GPR7 antag	V1R ag counter	PfM18AAP inh	OXTR potentiator	MEKK2 WT-MEK5	MEKK2mut PB1 HTS
O=C(CNC(=O)c1ccc(Br)cc1)N=Nc1c(O)[nH]c2ccc([N+](=O)[O-])cc12	-0.9	-7	-6	0	-0.2	-7	-10	97	1
Cc1ccc(C2C3C(=O)N(c4ccccc4)C(=O)C3N3CCCN23)cc1 (configuration not stated)	-0.8	-5	5	0	-0.2	-8	-1	100	1
Cc1ccc(C)c(NC(=O)CN(C)S(=O)(=O)c2ccccc2)c1	-0.5	-8	20	-13	0.2	-6	0	106	6
CN1C(=O)c2ccccc2N(C)C1c1cccs1 (configuration not stated)	0.8	-5	15	-5	0.1	3	-5	101	1
CCN(CC)c1ccc(/C=N/NC(=S)NCc2ccccc2)cc1	-0.9	0	13	-5	0.8	2	-7	95	-3
CC1=CCC2C(=O)N(c3cccc(C(=O)N(C)C4CCCCC4)c3)C(=O)C2C1 (configuration not stated)	-0.3	-3	3	-4	0.2	-2	4	92	-1
COc1ccc(C(=O)Nc2nnc(CC(=O)N/N=C/c3ccc(O)cc3O)s2)cc1	-0.3	-7	0	-5	0.1	6	-7	108	3
COc1cccc(C(=O)N/N=C/C(Br)=C/c2ccccc2)c1	0.9	-4	13	-1	0.4	11	-5	107	11
Cn1c(SCC(=O)N2CCN(c3ccccc3)CC2)nnc1-c1cc2ccccc2o1	0.6	-7	-2	-9	1.4	-4	-3	99	4
COCc1cc(C)nc2sc(C(=O)Nc3ccc(C(=O)OC)cc3)c(N)c12	-0.7	-7	3	-14	0.3	9	-5	104	2
CSc1nc(NS(=O)(=O)c2ccc(F)cc2F)nn1C	0.0	0	0	-4	0.2	-1	-5	103	2
O=C(Nc1cccc(F)c1)c1c(O)c2cccc3c2n(c1=O)CCC3	0.8	x	12	-9	0.7	3	-16	89	-3
CCn1c(CNC(=O)c2ccc(Cl)cc2)nnc1SCC(=O)N1CCOCC1	0.8	3	16	-14	0.5	-5	5	98	-3
CCOc1cccc(-c2nn3c(-c4cc(C)[nH]n4)nnc3s2)c1	-2.6	-3	23	-14	-1.1	0	-6	95	-5
CC1CCCN(C(=O)C2CCN(S(=O)(=O)c3cccc4nonc34)CC2)C1 (configuration not stated)	1.7	-6	0	-10	0.2	-2	-6	105	2
FC(F)(F)c1nnc2ccc(N3CCCC3)nn12	2.4	6	2	5	1.5	7	0	108	5
CCOC(=O)COc1ccc(S(=O)(=O)N2CCN(c3ccc(OC)cc3)CC2)cc1	1.1	-6	-10	-12	1.5	-8	-3	95	-2
COc1cnn(-c2cccc(Cl)c2)c(=O)c1Cl	-1.4	-5	x	x	-0.9	x	-6	x	x
COC(=O)[C@H](Cc1ccccc1)NC(=O)N1CCCCCC1	-0.3	-12	0	1	-0.5	-1	-4	103	2
COCCn1c(SCC(=O)Nc2ccccc2OC)nc2ccccc21	-1.2	-3	9	7	-0.8	1	1	95	-5
CCCNC(=O)c1ccc(CN2CCc3ccccc3C2)cc1	2.4	-1	-3	-8	1.4	-6	-10	102	12
O=C(NNc1c(Cl)cccc1Cl)c1c(F)cccc1Cl	-0.8	-2	9	-17	1.6	-1	-3	102	16
COC(=O)c1ccc(-c2ccc(/C=N/NC(=O)CC3(C)OCCCO3)o2)cc1	-1.0	-8	3	24*	-1.2	15	-6	99	-4
C/C(=N\NC(=O)c1cccnc1)c1nnn(-c2nonc2N)c1C	-0.4	-3	12	7	0.2	-1	-10	113	0
COC(=O)c1ccccc1NC(=O)Cn1nc2n(C)c3ccccc3n2c(=O)c1=O	0.7	x	24	-11	1.7	7	-8	89	-2

The last three records of the section before lead into the next:
SMILES	OXTR agonist	GalR3 antagonist	NALP1 inh	GPR7 antag	V1R ag counter	PfM18AAP inh	OXTR potentiator	MEKK2 WT-MEK5	MEKK2mut PB1 HTS
COC(=O)c1ccc(-c2ccc(/C=N/NC(=O)CC3(C)OCCCO3)o2)cc1	-1.0	-8	3	24*	-1.2	15	-6	99	-4
C/C(=N\NC(=O)c1cccnc1)c1nnn(-c2nonc2N)c1C	-0.4	-3	12	7	0.2	-1	-10	113	0
COC(=O)c1ccccc1NC(=O)Cn1nc2n(C)c3ccccc3n2c(=O)c1=O	0.7	x	24	-11	1.7	7	-8	89	-2
CCc1ccc(S(=O)(=O)NCc2csc(C)n2)cc1	x	-7	32	23	x	4	x	102	-6
CC(C)C(=O)Nc1ccc(NC(=S)NC(=O)c2ccc([N+](=O)[O-])cc2)cc1	0.8	-5	1	-9	0.7	-5	-4	91	-1
CCOc1ccccc1/C=N/Nc1cc(C)nc2ccc(C)cc12	-2.2	-12	8	-10	-0.6	1	-9	100	0
COc1cc2[nH]c(=O)n(Cc3ccc(C(=O)NCC4CCCO4)cc3)c(=O)c2cc1OC (configuration not stated)	-1.0	2	6	-22	0.5	3	-6	x	x
Cc1ccc(CNC(=O)C2CCN(S(=O)(=O)c3ccc4c(c3)CC(C)N4C(=O)C3CCC3)CC2)o1 (configuration not stated)	-1.2	5	10	-4	1.5	-5	-3	98	4
COCCn1nnnc1C(c1ccccn1)N1CCN(c2cc(Cl)ccc2C)CC1 (configuration not stated)	-0.2	-2	8	9	-0.1	1	-15	104	7
Cc1ccc(C)c(NC(=O)CN(C)C(=O)COc2cccc3c2OC(C)(C)C3)c1	0.3	-2	x	x	0.1	x	-7	x	x
C=CCn1c(C(C)NC(=O)c2cccc(C)c2)n[nH]c1=S (configuration not stated)	0.4	4	4	-6	0.1	20	-9	102	3
O=C(COC(=O)c1cccs1)NCC1CCCCC1	-2.6	-1	9	-4	0.4	-1	0	101	1
O=C(Nc1nnc(CCN2CCOCC2)s1)C1CCCCC1	0.2	-2	5	-12	0.3	-2	3	101	-4
COc1ccc(N(Cc2cc(=O)[nH]c3ccccc23)C(=O)C(C)C)cc1	-0.9	-8	8	-6	-0.1	7	-1	101	6
CC(=O)Oc1ccc(-c2cccc(C(=O)N(C)c3ccc(O)cc3)c2)cc1	3.6	6	6	2	4.6	1	-6	103	2
COc1ccc(-c2nc(CS(=O)CC(=O)NCCc3ccc(C)cc3)c(C)o2)cc1OC (configuration not stated)	-0.5	1	11	-5	0.1	-11	6	100	1
Cc1ccc(S(=O)(=O)N2CCCCC2CCNC(=O)C(=O)NCc2ccccc2)cc1 (configuration not stated)	-1.8	-1	x	x	-1.1	x	-16	x	x
COC(=O)Cn1c(CCC(=O)O)ccc1-c1ccccc1	0.3	0	-5	-6	0.6	7	0	95	1
CCOC(=O)C1CCCN(C(=O)CCCn2nc(C)n3c(cc4sccc43)c2=O)C1 (configuration not stated)	-2.7	x	-24	-16	-1.5	10	-2	109	9
C=CC[C@@H](CC(=O)N[C@H](CO)Cc1ccccc1)C(=O)N[C@H](C)COC(=O)[C@@H](CC=C)Cc1ccc(F)cc1	6.8	-3	x	x	10	x	-11	x	x
CNC(=O)/C=C/c1cccc(C(F)(F)F)c1	-0.5	-4	29	-9	0.4	4	-2	90	-1
O=[N+]([O-])c1ccc(Cl)c(/C=N/n2c(C3CCCCC3)n[nH]c2=S)c1	0.2	-1	18	-7	1.1	12	2	97	-4
Cc1ccc(/C=N/NC(=O)c2csc(C)c2)o1	0.2	-6	-6	-10	-0.7	5	-9	100	0
CCOP(=O)(OCC)C(Nc1ccc(C)cc1)c1ccco1 (configuration not stated)	-2.1	-9	-9	-14	-1.2	8	4	101	4
COc1ccccc1NS(=O)(=O)c1cc(NC(=O)c2[nH]c(C)c(C(C)=O)c2C)ccc1N1CCOCC1	1.0	-4	x	1	0.9	6	0	103	0
CCN1CCN(CC(=O)N/N=C/c2ccc(F)cc2F)CC1	-0.2	-1	22	5	0.6	-7	-8	101	-1
O=C(COC(=O)c1ccc([N+](=O)[O-])o1)Nc1cccc(S(=O)(=O)N2CCCCC2)c1	12	5	-12	-5	6.4	4	-9	100	-4
CCC(C)NC(=O)Cn1c(=O)n(-c2ccc(OC)cc2)c(=O)c2ccc(C(=O)NCc3ccc(C)cc3)cc21 (configuration not stated)	-0.1	-3	6	7	2.8	0	-6	89	-7
Following part.
SMILES	OXTR agonist	GalR3 antagonist	NALP1 inh	GPR7 antag	V1R ag counter	PfM18AAP inh	OXTR potentiator	MEKK2 WT-MEK5	MEKK2mut PB1 HTS
Cc1cc(NC(=O)c2c(Cl)c(C)nn2C)no1	0.8	-1	21	3	-0.3	3	6	x	x
CCOc1ccc(C(=O)Nc2ccccc2N2CCN(C(=O)c3ccccc3)CC2)cc1[N+](=O)[O-]	-0.3	0	24	-6	1.7	5	-14	96	0
OCC1OC(n2nnc3ccccc32)C(O)C(O)C1O (configuration not stated)	0.3	-2	32	9	1.1	-5	-8	110	-1
O=C(CNC(=O)c1cccs1)Nc1ncccc1O	1.2	3	x	x	1.4	x	4	x	x
S=C(NCc1ccc(Cl)cc1)Nc1ccncc1	17	6	-5	1	22*	-5	-16	114	12
CC(C)[C@H](NC(=O)NCc1ccc(F)cc1)C(=O)O	0.0	-7	2	-13	1.2	-2	-6	103	-5
CC(C)N1CCC(N2CCN(CCCn3cccn3)CC2CCO)CC1 (configuration not stated)	0.3	-1	4	-2	0.2	3	-4	97	-6
O=C(Nc1ncn[nH]1)c1ccc(Cl)cc1Cl	0.1	0	-7	3	0.0	16	-6	105	-1
Cc1ccc(C(=O)/C=C/c2ccc(Br)cc2)o1	-2.8	4	5	-5	-1.2	11	-17	98	4
COc1ccccc1CCNC(C)CCc1ccc(O)cc1 (configuration not stated)	2.4	-6	x	-9	3.3	0	-17	109	10
O=c1nc(N2CCCCC2)nc2n1CCO2	0.1	-1	31	-11	-0.4	9	-18	105	3
Cc1ccc(SCc2c(-c3ccccc3)nn(C)c2Cl)cc1	-1.1	-7	12	1	1.8	-10	-23	102	5
CC(NC(=S)NCc1ccc(F)cc1)C12CC3CC(CC(C3)C1)C2 (configuration not stated)	1.2	-2	6	-12	1.6	-1	-25	109	3
COCCOC(=O)c1[nH]c2c(c1C)C(=O)CC(c1ccc(OC)c(OC)c1)C2 (configuration not stated)	8.9	-11	5	-13	11	2	-17	109	12
Cc1oc(-c2ccccc2Cl)nc1CSc1nc2c(c(=O)[nH]1)CCCC2	-1.8	-3	x	3	-0.4	-3	2	104	5
O=C(NCCNC(=O)c1cc(Cl)ccc1Cl)c1ccco1	0.7	-7	24	-1	0.7	-13	-9	100	-3
CNC(=O)CSc1nnnn1-c1cc(C)ccc1C	0.9	-1	31	-12	0.3	-3	-9	105	0
CC(=O)Nc1cnc(NC(=O)c2cccc(F)c2)cc1C	1.0	-7	-55	-16	0.9	1	-1	102	2
CCN1CCN(S(=O)(=O)c2ccc(Cl)c(C(=O)Nc3ccccc3N3CCOCC3)c2)CC1	0.8	-2	x	x	0.5	x	4	x	x
CCn1ncc(C(=O)Nc2ccc([N+](=O)[O-])cc2OC)c1C	-0.4	-1	x	x	-1.2	x	-11	x	x
Cc1cccc(C(=O)NC(=S)Nc2ccc3[nH]c(=O)[nH]c3c2)c1	0.1	0	-8	-2	2.5	-5	-10	96	1
CCC(C)C(N)C(=O)NC(CCC(=O)OCc1ccccc1)C(N)=O (configuration not stated)	0.0	3	17	-6	1.1	-7	-9	105	10

Bioassay records deposited in PubChem BioAssay by several laboratories.
